Compound activity as filed in PubChem BioAssay.
PP1 inh = PP1-alpha (human) inhibition in PP5 counter-screen; purified PP1alpha, OMFP fluorescence; inhibition, % at 6.7 µM; P62136; AID 2235; 320,000 tested, 0.9% active;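 active = inhibition above the mean inhibition of all tested compounds plus 3 SD, computed separately for each screening campaign, cut at about 15% in these data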
Target sequence (P62136 whole entry, looked up): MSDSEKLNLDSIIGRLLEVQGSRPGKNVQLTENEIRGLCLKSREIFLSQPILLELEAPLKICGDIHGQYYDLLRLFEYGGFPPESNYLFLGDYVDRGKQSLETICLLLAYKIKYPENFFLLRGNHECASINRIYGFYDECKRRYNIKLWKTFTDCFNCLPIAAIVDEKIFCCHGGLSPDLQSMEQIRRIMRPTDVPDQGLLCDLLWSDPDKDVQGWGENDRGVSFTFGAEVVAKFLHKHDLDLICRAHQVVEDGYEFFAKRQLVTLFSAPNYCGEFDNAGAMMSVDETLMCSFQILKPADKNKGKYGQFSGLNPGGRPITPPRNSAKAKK
EBNA-1 inh = blocks EBNA-1 binding to DNA; EBNA-1 DNA binding, fluorescence polarization; inhibition, % at 14.8 µM; 300,000 tested, 0.34% active; in the data active = inhibition above about 28%
Fh CTSL1 inh = blocks F. hepatica cathepsin L1 in PFM18AAP counter-screen; inhibition, % at 5.96 µM; 300,000 tested, 0.49% active; recombinant F. hepatica cathepsin L1, Z-Leu-Arg-MCA fluorescence; AID 1906;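 active = inhibition above the mean of all tested compounds plus 3 SD, set per screening campaign, cut at about 17% in these data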;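 also: 0% = plate median of test compound wells and 100% = 1 µM Z-Phe-Ala-diazomethylketone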
ZTA DNA inh = blocks Epstein-Barr virus ZTA, an EBNA-1 counter-screen; P03206; ZTA-DNA binding, fluorescence polarization; inhibition, % at 11 µM; 320,000 tested, 0.15% active; AID 2234; in the data active = inhibition above about 33%
PREPL inhibitor = human PREPL enzyme inhibition | Q4J6C6 | recombinant PREPL, fluorescence polarization activity-based probe | inhibition, % at 5.96 µM | 320,000 tested, 0.68% active | AID 2751; in the data active = inhibition above about 43%;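 also: 0% = enzyme with DMSO and 100% = wells lacking enzyme; many of its hits are not listed in these tables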
Target sequence (Q4J6C6 whole entry, looked up): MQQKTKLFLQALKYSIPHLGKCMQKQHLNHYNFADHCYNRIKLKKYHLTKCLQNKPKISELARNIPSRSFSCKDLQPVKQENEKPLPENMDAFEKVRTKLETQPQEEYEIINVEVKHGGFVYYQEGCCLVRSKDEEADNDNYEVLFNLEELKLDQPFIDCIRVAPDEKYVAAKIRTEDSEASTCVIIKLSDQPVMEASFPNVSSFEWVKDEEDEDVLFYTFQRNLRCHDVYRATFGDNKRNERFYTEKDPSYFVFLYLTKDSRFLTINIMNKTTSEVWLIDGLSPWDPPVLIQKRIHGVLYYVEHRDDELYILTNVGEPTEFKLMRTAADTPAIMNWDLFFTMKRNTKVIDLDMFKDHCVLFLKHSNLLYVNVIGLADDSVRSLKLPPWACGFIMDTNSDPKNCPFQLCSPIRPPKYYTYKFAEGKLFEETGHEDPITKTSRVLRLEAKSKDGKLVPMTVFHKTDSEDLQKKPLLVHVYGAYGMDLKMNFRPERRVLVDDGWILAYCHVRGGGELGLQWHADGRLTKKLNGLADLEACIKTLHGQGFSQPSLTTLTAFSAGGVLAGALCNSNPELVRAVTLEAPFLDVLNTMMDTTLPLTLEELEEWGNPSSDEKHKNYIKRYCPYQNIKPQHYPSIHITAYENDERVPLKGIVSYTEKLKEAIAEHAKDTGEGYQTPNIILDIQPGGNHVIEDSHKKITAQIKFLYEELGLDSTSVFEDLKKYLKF
TPT1 inh = inhibitors of Candida albicans tRNA 2'-phosphotransferase TPT1 | recombinant caTPT1, FP RNA substrate dephosphorylation | inhibition, % at 5 µM | AID 1962 | 300,000 tested, 0.81% active;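 active = inhibition above the mean of all tested compounds plus 3 SD, set per screening campaign, cut at about 24% in these data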;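 also: plate controls were DMSO alone for no effect and ferristatin control at 100 nM for full effect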
PP5 inh = blocks human protein phosphatase 5 activity. P53041. purified PP5c, OMFP substrate fluorescence. inhibition, % at 6.7 µM. 320,000 tested, 0.18% active. AID 1987;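 active = inhibition above the campaign's mean inhibition across all tested compounds plus 3 SD, cut at about 9.5% in these data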;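 also: 0% = DMSO only and 100% = 100 µM cantharidin control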
Efflux pump mplx = inhibitors of Candida antifungal efflux pumps expressed in yeast | 330,000 tested, 0.44% active | inhibition, % at 10 µM | AID 485275 | S. cerevisiae Candida pump triplex, Nile Red efflux;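 active = plate passing quality check with inhibition over a set limit, or well fluorescence over plate mean plus 4 SD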;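 also: Nile Red retained in pooled yeast measured as flow cytometry median fluorescence; 0% = buffer negative control and 100% = Enniatin B positive control; higher means more Nile Red kept so more efflux inhibition; some compounds called inactive have numbers as strong as hits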
core dimer inh = blocks dimerization of HCV core protein. TR-FRET GST/Flag-core106 dimerization, 1536-well. inhibition, % at 5 µM. 300,000 tested, 0.33% active. AID 1899;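 active = inhibition above the mean of all tested compounds plus 3 SD, set per screening campaign, cut at about 45% in these data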
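Material: Tagged HCV core106 pair (GST and Flag) | Amount: GST-core106 13.5 nM, Flag-core106 17 nM | Medium: KF-containing HEPES buffer, pH 7.45, DTT, CHAPS, BSA | Reagent: Eu donor and XL665 acceptor anti-tag antibodies | Schedule: 4 h at 22.5 °C | Technique: Time-resolved FRET, ex 340 nm, em 617 and 671 nm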
Numbers without * were called inactive; nt = not tested or not shown. Not all compounds are listed; the hit share may differ from the screen's.

SMILES	PP1 inh	EBNA-1 inh	Fh CTSL1 inh	ZTA DNA inh	PREPL inhibitor	TPT1 inh	PP5 inh	Efflux pump mplx	core dimer inh
CCCS(=O)(=O)N1CCC(C(=O)NCCCOCC)CC1	-4	13	-2	3	-4	2	-4.2	-0.2	-3
CC(=O)Nc1ccc(OCC(O)Cn2nc(C)nc2C)cc1 (stereo not given)	1	-6	-1	-6	4	-1	2.2	0.0	1
c1ccc(C[n+]2c(-c3ccccc3)csc2Nc2ccccc2)cc1	-3	-11	-1	-8	2	3	2.4	0.8	-10
CCCCN(C(=O)CNC(=O)c1cccs1)C(C(=O)NC1CCCCC1)c1cccnc1 (stereo not given)	-2	3	3	5	1	-10	0.2	0.0	-6
CN(C)S(=O)(=O)c1cccc(COC(=O)CCNC(=O)c2ccc([N+](=O)[O-])cc2)c1	-4	nt	nt	4	6	nt	-0.2	-0.2	nt
O=C1NCC(COc2ccc([N+](=O)[O-])cc2)O1 (stereo not given)	3	-17	-5	-3	12	3	-0.5	0.0	-8
CC(CN1CCCCC1)OC(=O)c1cccc(F)c1 (stereo not given)	-3	-2	0	-1	-8	6	1.4	0.3	1
CSc1sc(C(=O)N(C)C)c2c1S(=O)(=O)N(C)c1ccccc1-2	7	-6	6	-5	10	1	-3.4	-0.1	-8
CC1(C)Cc2c(sc(NC(=O)c3ccc(C(=O)c4ccccc4)cc3)c2C(N)=O)C(C)(C)N1	6	-2	10	-5	10	2	3.7	-0.5	-2
CCNc1nc(NCC)nc(SCC(C)=O)n1	1	3	4	-3	-1	-3	-0.6	-0.1	-5
N#C/C(=C(/O)CN1CCN(c2ccccc2F)CC1)c1nc(-c2ccccc2)cs1	-1	-10	-2	-9	14	3	-1.2	0.3	-10
Cc1c(Cl)cnc(NC(=O)CSc2nncs2)c1Cl	0	-2	-2	-10	2	-3	-1.4	-8.5	-8
CC1CCN(CCCNC(=O)C2CC(=O)N(CCc3ccccc3)C2)CC1 (stereo not given)	-3	0	2	2	14	-1	-3.0	0.1	-4
CCc1ccc(OCC(=O)Nc2ccc3c(c2)COC3=O)cc1	6	5	0	8	-20	0	1.0	-0.3	7
Cc1ccc(/C=N/NC(=O)NN(C)c2ncc(C(F)(F)F)cc2Cl)cc1	2	-7	0	-22	12	-1	2.8	0.1	-1
O=c1[nH]c(SCCOc2cccc3ccccc23)nc2ccccc12	-3	9	-1	11	-20	1	-2.0	0.0	7
CCCNc1c(NC(=O)c2cccs2)c(=O)oc2ccccc12	-4	2	-1	-6	14	-2	2.1	0.6	-6
CN(C)c1ccc(C2C3C(=O)NC(=O)C3ON2c2ccc(Cl)cc2)cc1 (stereo not given)	-6	4	-2	19	1	-1	-2.7	0.0	-5
CCCCN(C(=O)c1c(C)[nH]c(C(=O)OCC)c1C)c1ccccc1	-1	-5	1	9	6	-1	3.6	0.5	2
Cc1ccccc1OCC(=O)Nc1ccc2c(c1)C(=O)N(CCC(=O)O)C2=O	-2	10	5	-17	9	-3	-0.8	-0.1	-3
O=C(NCC1COCCO1)c1cc(COc2ccc(F)cc2F)on1 (stereo not given)	1	7	0	-1	-4	-2	2.2	0.1	-10
Cc1ccc(NC(=O)C2C(c3ccccc3)C2(Cl)Cl)c(C)c1 (stereo not given)	11	-9	9	-32	-7	10	3.7	-0.2	5
CN1CCc2c(sc(NC(=O)c3ccc(S(=O)(=O)N4CCc5ccccc54)cc3)c2C(N)=O)C1	12	8	4	10	17	34*	1.9	0.0	2
C=CCN(c1ccccc1OC)S(=O)(=O)c1cccc(C(=O)Nc2nnc(C3CC3)s2)c1	4	nt	nt	1	-28	nt	2.2	0.2	nt
CC1CC(C)CN(CCCNC(=O)Cc2c(C(=O)O)n(C)c3ccccc23)C1 (stereo not given)	-4	3	3	-7	23	-5	-1.2	-0.1	2
Remaining list, next part
SMILES	PP1 inh	EBNA-1 inh	Fh CTSL1 inh	ZTA DNA inh	PREPL inhibitor	TPT1 inh	PP5 inh	Efflux pump mplx	core dimer inh
O=C(CSc1nc(N2CCOCC2)nc(N2CCOCC2)n1)Nc1ccc(Cl)cc1Cl	-3	9	-3	-4	-3	-5	-1.1	-0.1	3
COc1ccc(OCCOC(=O)c2cc(S(=O)(=O)N3CCOCC3)c(Cl)cc2Cl)cc1	1	14	3	2	18	1	-2.0	0.0	4
Cn1nc(C(F)(F)F)c2cc(C(=O)Nc3ccc(F)cc3F)sc21	-2	16	0	13	2	3	0.6	0.0	1
COC(=O)c1ccccc1NC(=O)CSc1nccn1C	-6	8	-1	12	-3	-2	-3.8	-0.2	-1
COCCCN1C2=C(C(=O)CC(C)(C)C2)C(c2ccc(O)c(OC)c2)C2=C1CC(C)(C)CC2=O	-2	0	-3	-11	-3	0	1.4	0.3	3
Cc1cc(C)n(S(=O)(=O)c2ccc(C(C)(C)C)cc2)n1	-3	-4	-3	0	3	1	1.4	0.1	-1
CCN(CC(=O)Nc1ccc2c(c1)OCCO2)Cc1cc(=O)oc2cc(C)c(C)cc12	0	3	0	4	-3	0	1.1	-0.1	5
CC(C)CNC(=O)CCCc1ccccc1	-2	1	-2	24	4	-2	0.6	-0.1	-2
COc1ccccc1C(=O)NNC(=O)c1ccccc1[N+](=O)[O-]	-4	7	-1	3	0	0	0.5	-0.1	7
CC(C)c1ccc(NC(=O)CCN2C(=O)[C@@H]3Cc4ccccc4CN3C2=O)cc1	-3	-2	4	8	-1	-3	-2.0	0.1	-2
CCN(CC)S(=O)(=O)c1cc(C(=O)N2CCc3ccccc32)ccc1Cl	2	14	5	-12	14	-1	0.6	-0.2	9
COc1ccc(NS(=O)(=O)c2cn(C)cn2)cc1	2	0	-6	-1	0	1	1.3	0.0	-2
COc1cc(/C=C/c2ccc3cccc(OC)c3n2)c(O)c([N+](=O)[O-])c1	4	-4	2	-6	-1	-1	-0.1	0.3	0
CCOc1ccccc1CN1CCN(Cc2csc(C(C)=O)c2)CC1CCO (stereo not given)	1	2	-3	3	13	-2	-0.6	0.1	-2
CC(=O)N(Cc1c(C)nn(-c2ccccc2)c1Cl)c1ccc(Cl)cc1	-2	-2	1	-20	8	0	2.2	0.1	3
CCOc1ccc(-n2c(Cc3cc(=O)[nH]c(=O)[nH]3)nnc2SC(C)C)cc1	0	4	-3	-2	7	-2	-0.5	0.1	0
Cc1cc(C(=O)NCC2COc3ccccc3O2)c2ccccc2n1 (stereo not given)	-4	-9	-1	-1	-15	6	-1.3	0.0	-5
O=C(O)/C=C\C(=O)Nc1ccc(N2CCN(c3cccc(Cl)c3)CC2)cc1	7	-5	2	6	28	-6	1.9	-0.1	10
Cc1cc(C)cc(NC(=S)N(C)C)c1	-3	0	-8	-18	9	-2	0.3	-0.1	-5
Clc1ccc(-n2cccc2/C=N/n2cnnc2)cc1	-1	5	-5	-3	-8	-2	0.2	0.0	26
Nc1cc(C(=O)OCC(=O)NCCNC(=O)COC(=O)c2ccc(Cl)c(N)c2)ccc1Cl	-2	2	-1	4	3	-1	0.9	0.0	-4
CCn1c(SCC(=O)NC2CC2)nnc1-c1csc(C)c1	-3	2	-1	3	7	-1	-1.1	-0.7	3
CC(=O)NC1C(Oc2ccc(C=O)cc2)OC(COC(C)=O)C(OC(C)=O)C1OC(C)=O (stereo not given)	-1	-1	2	13	0	-1	-2.2	-0.1	-2
COc1cc(/C=N/NC(=O)c2cccc(NC(=O)c3ccccc3Cl)c2)ccc1O	1	-9	-4	-3	3	-3	8.3	0.4	-6
COc1ccc(S(=O)(=O)N2CCCCCC2)cc1N	2	-5	6	-13	10	-4	-1.5	-0.2	-4

3 entries drawn at random from those above:
SMILES	PP1 inh	EBNA-1 inh	Fh CTSL1 inh	ZTA DNA inh	PREPL inhibitor	TPT1 inh	PP5 inh	Efflux pump mplx	core dimer inh
COc1ccccc1C(=O)NNC(=O)c1ccccc1[N+](=O)[O-]	-4	7	-1	3	0	0	0.5	-0.1	7
Cc1ccccc1OCC(=O)Nc1ccc2c(c1)C(=O)N(CCC(=O)O)C2=O	-2	10	5	-17	9	-3	-0.8	-0.1	-3
CCOc1ccc(-n2c(Cc3cc(=O)[nH]c(=O)[nH]3)nnc2SC(C)C)cc1	0	4	-3	-2	7	-2	-0.5	0.1	0

Next entries:
SMILES	PP1 inh	EBNA-1 inh	Fh CTSL1 inh	ZTA DNA inh	PREPL inhibitor	TPT1 inh	PP5 inh	Efflux pump mplx	core dimer inh
CCOc1ccccc1Oc1coc2cc(OCC(=O)O)ccc2c1=O	-1	2	3	0	5	1	2.0	0.2	1
Cc1c(N(C)S(=O)(=O)c2cc(C(=O)NCC3CCCO3)ccc2Cl)c(=O)n(-c2ccccc2)n1C (stereo not given)	-1	1	-3	-16	10	0	-1.5	-0.1	-6
O=C(NC1CCCc2c1cnn2-c1ccccc1F)c1ccccc1N1CCOCC1 (stereo not given)	0	-9	0	9	4	0	2.7	0.3	3
O=C(NC1CCCCCC1)c1ccc(CN2CCOCC2)cc1	-5	15	-2	-3	1	-3	4.6	-0.1	2
CCOC(=O)Cn1c2ccccc2c2nc(C)sc21	2	8	1	3	10	2	-1.8	-0.2	-5
COc1ccc(CC(NC(C)=O)C(=O)NC2CCN(C(=O)c3ccc([N+](=O)[O-])cc3)CC2)cc1OC (stereo not given)	1	-7	-5	-15	4	-4	1.0	0.0	-4
CCN(CC)C(=O)CSc1nc2ccsc2c(=O)n1CCCC(=O)NCCc1ccc(S(N)(=O)=O)cc1	-6	-2	0	9	7	-1	0.9	0.1	4
O=C(CSc1nnnn1Cc1ccccc1)Nc1ccc2c(c1)OCCO2	0	4	0	-7	8	-3	1.7	-0.1	-1
CN(Cc1ccccn1)C(=O)CC1C(=O)NCCN1Cc1cccc(Oc2ccccc2)c1 (stereo not given)	1	2	1	-3	9	-1	2.5	0.1	8
COCCOc1cc(NC(=O)c2cccc(OC)c2)c(Cl)cc1Cl	2	-7	-2	3	2	-4	3.4	-0.1	1
CCN1CCc2c(sc(NC(=O)c3ccc(S(=O)(=O)N4CCCC4)cc3)c2C(=O)NC)C1	1	2	-1	11	1	17	4.0	-0.2	-4
CC1CCN(Cc2ccc(NC(=O)C3CCN(c4nnc(-n5cccc5)s4)CC3)cc2)CC1	-1	-7	1	9	26	-2	-1.4	0.0	0
COc1cc(/C=C/C(=O)OCC(=O)Nc2ccc([N+](=O)[O-])cc2)ccc1O	3	-7	-7	1	18	1	1.2	-0.1	5
O=C(NCC1COc2ccccc2O1)c1ccc(Cl)c(S(=O)(=O)N2CCCC2)c1 (stereo not given)	3	nt	nt	-14	12	nt	2.7	-0.1	nt
CCCCCn1c(Sc2ccccc2)nc2c1c(=O)[nH]c(=O)n2C	3	-9	-4	0	-2	5	1.4	1.2	10
Cc1ccccc1C(=O)NNC(=O)CCc1ccccc1	-2	2	-5	4	3	3	-0.2	0.1	-3
Cc1c(N2CCCC2)cc2c(c1NC(=O)c1ccccc1Cl)C(C)(C)CC2(C)C	8	-6	3	-10	1	7	3.6	0.0	23
Cc1cc(Cl)ccc1OCC(=O)OCC(=O)Nc1ccc(F)c([N+](=O)[O-])c1	-8	-3	-9	-2	4	0	-1.1	-0.3	-4
N#Cc1cc2c(nc1SCC(O)CS(=O)(=O)Cc1ccccc1)CCCC2 (stereo not given)	0	-1	1	6	-27	2	3.8	0.1	8
COC(=O)CSC1=C(C#N)C(=O)NC2(CCCCC2)S1	-4	10	2	5	-4	3	-0.6	0.0	-3
CCS(=O)(=O)N1CCN(C(=O)c2ccco2)CC1	0	-3	-1	5	12	4	0.7	0.1	0
CC[n+]1c(P(=O)([O-])c2ccccc2)[nH]c2ccccc21	5	-3	1	-12	6	0	0.6	0.0	-6
COCCCn1c(=O)c2ccccc2n(Cc2cccc(C)c2)c1=O	-1	5	8	2	-7	-2	-1.7	0.0	15
